Source: PubChem (several laboratories)
Phagocyt inh = macrophage phagocytosis inhibition | J774A.1 macrophage IgG-bead phagocytosis, imaging | inhibition, % at 5 µM | 0.07% of 110,000 active | AID 1029;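 active = inhibition above the mean of the plate negative controls plus 5 SD, cut at about 13% in these data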;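 note: phagocytic index as fraction of beads internalized from green versus red external bead signal; plate controls were DMSO negative control for no effect and cytochalasin-D positive control for full effect; some results beyond the cut were filed as inactive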
Yeast lifespan up = yeast lifespan extension | S. cerevisiae growth with nicotinamide, OD615; deaD strain in restrictive glucose medium | AID 775 | 0.68% of 130,000 active | inhibition of the nicotinamide effect, % at 10 µM;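 active = inhibition above a set limit, placed 3 SD over the median of all compounds, cut at about 26% in these data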;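 note: 0% = nicotinamide-treated wells and 100% = cells grown without nicotinamide; some compounds called inactive have numbers as strong as hits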
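Test system – modified budding yeast, DeaD strain · Compound – single dose 10 µM compound, 0.25% DMSO · Times – culture preincubation 4 h, compound exposure 48 h, both 30 °C · Detection – optical density (absorbance) at 615 nm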
PTEN del growth = suppresses growth of cells with PTEN deletion | HCT116 PTEN-null viability, CellTiter-Glo, 60 h; stronger effect = lower value | viability, % at 10 µM | 1.2% of 140,000 active | AID 827;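 active = viability at or below a set limit, 4 SD under the median of all tested compounds, cut at about 3.7% in these data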;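 note: PTEN knockout HCT116 line with beta catenin targeted HCT116 as companion control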
Measles CPE = protection of cells from measles virus; Measles virus-infected cells, CPE protection, absorbance; 1.5% of 140,000 active; AID 841; protection (pct of control), % at 4 µM; in the data active = protection mostly above about 24%, no sharp cut-off; inactive = mostly below about 26%; note: some compounds called inactive have numbers as strong as hits
bCat KO growth = beta-catenin-lacking colon tumor cell growth suppression; 1.5% of 140,000 active; HCT116 beta-catenin knockout viability, CellTiter-Glo, 60 h; stronger effect = lower value; viability, % at 10 µM;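 active = viability at or under a set limit, the compound median less 4 SD, cut at about 6% in these data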;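 note: 0% = Hyamine 1622 control at 20 µM and 100% = untreated cell control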
NPY Y2 blocker = blocks the human neuropeptide Y Y2 receptor; inhibition, % at 2.7 µM; P49146; NPY-Y2 expressing cells, antagonist mode; 0.99% of 140,000 active; in the data active = inhibition above about 17%;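 note: 0% = vehicle with agonist challenge and 100% = reference antagonist with challenge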
Target sequence (P49146 whole entry, looked up): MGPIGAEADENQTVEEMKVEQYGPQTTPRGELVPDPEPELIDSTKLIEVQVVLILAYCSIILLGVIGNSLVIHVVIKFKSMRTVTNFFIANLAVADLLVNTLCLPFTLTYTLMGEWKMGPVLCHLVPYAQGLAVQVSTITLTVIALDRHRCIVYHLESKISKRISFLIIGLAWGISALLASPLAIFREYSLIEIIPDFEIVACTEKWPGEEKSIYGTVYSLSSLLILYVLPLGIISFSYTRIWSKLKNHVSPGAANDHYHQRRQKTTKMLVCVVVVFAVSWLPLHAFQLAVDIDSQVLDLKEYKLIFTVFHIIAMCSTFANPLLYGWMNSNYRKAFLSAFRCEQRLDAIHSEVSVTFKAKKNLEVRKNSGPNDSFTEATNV
E-sel TNF inh = TNF alpha driven E-selectin expression inhibition. HUVEC TNFa-induced E-selectin immunofluorescence, high content. inhibition, % at 2 µM. 0.71% of 120,000 active;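 active = inhibition above the batch mean plus 3 SD, and confirmed as a hit on visual image review, cut at about 43% in these data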;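 note: 0% = TNF-stimulated DMSO wells and 100% = unstimulated control wells; not every result past the cut was called active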
GALR2 antag = GALR2 (human) receptor antagonism; O43603; GALR2-expressing cells, antagonist mode; inhibition, % at 4 µM; 0.39% of 140,000 active; in the data active = inhibition above about 27%;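 note: cells stimulated with galanin 1-16 at roughly its EC80; 0% = agonist challenge control and 100% = basal control without agonist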
Target sequence (O43603 whole entry, looked up): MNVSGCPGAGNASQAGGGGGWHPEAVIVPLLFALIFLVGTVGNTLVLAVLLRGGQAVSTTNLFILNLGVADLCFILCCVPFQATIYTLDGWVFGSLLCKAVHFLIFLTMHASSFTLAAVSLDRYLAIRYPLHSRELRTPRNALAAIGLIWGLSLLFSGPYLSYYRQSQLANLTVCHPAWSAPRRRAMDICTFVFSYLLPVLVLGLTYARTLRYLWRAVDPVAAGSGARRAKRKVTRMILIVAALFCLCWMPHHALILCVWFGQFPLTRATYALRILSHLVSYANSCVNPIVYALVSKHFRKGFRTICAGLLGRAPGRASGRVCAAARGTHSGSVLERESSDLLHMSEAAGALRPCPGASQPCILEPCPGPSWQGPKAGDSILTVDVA
BB579 growth dn = chemicals that inhibit yeast BB579 growth in restrictive medium (lifespan-shortening candidates). S. cerevisiae BB579 growth, OD615, 48 h. inhibition, % at 10 µM. 0.51% of 140,000 active. AID 804;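 active = inhibition above a set limit, 3 SD over the mean compound inhibition, cut at about 44% in these data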; note: inactives centre near -24
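Test system: S. cerevisiae DeaD strain BB579 yeast; Medium: restrictive CSMM-D medium; Compound: one dose, 10 µM compound with 0.25% DMSO; Incubation: 4 h cell preincubation, 48 h compound exposure, 30 °C humidified; Signal: OD at 615 nm; Benchmarks: amphotericin B at 10 µg/mL as positive control.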
MRP1 act = MRP-1 activation; 0.61% of 140,000 active; viability increase, % at 10 µM; AID 799; H69AR cells + doxorubicin, viability rescue, CellTiter-Glo;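 active = viability gain under doxorubicin at or above a set limit, the compound median plus 3 SD, cut at about 4.7% in these data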;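 note: MRP-1 overexpressing cells given doxorubicin 25 µM after compound pretreatment; 18-22 h compound pretreatment then 72 h with doxorubicin before readout; 0% = doxorubicin-only wells and 100% = vehicle-treated cells without doxorubicin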
Starred values were filed as active, the others as inactive; . = no result given.

Value order – Phagocyt inh	Yeast lifespan up	PTEN del growth	Measles CPE	bCat KO growth	NPY Y2 blocker	E-sel TNF inh	GALR2 antag	BB579 growth dn	MRP1 act
1: O=[N+]([O-])c1ccccc1OCCOCCOc1cccc2cccnc12
→ -3	0	94	21	93	7	.	-2	-26	-0.5
2: O=C(OCc1ccc(Cl)cc1Cl)c1ccncc1
→ 0	-13	98	11	103	11	-58	2	-24	-0.9
3: COc1ccc(NC(=O)CN(c2cc(C)cc(C)c2)S(=O)(=O)c2c(C)n[nH]c2C)cc1
→ 0	-3	87	22	91	2	-1	1	-22	-2.1
4: COC(=O)c1ccc(C(=O)OC)c(NC(=S)N2CCN(c3cc(Cl)ccc3C)CC2)c1
→ -9	5	90	7	92	2	.	0	-40	-0.5
5: CCc1ccc(Nc2nnc(SCC(=O)Nc3sccc3C(N)=O)s2)cc1
→ -4	-4	77	6	86	-1	.	4	-1	-0.8
6: c1ccc2c(N3CCOCC3)nc(-c3ccncc3)nc2c1
→ .	-7	97	9	94	2	-3	0	-37	-3.4
7: Cc1nnc(NC(=O)CSc2nnc(C)n2Cc2ccccc2)s1
→ .	.	93	4	80	6	12	0	-14	-3.2
8: CCCCn1c(N)c(NCCC)c(=O)[nH]c1=O
→ -12	2	91	15	97	-2	.	-9	-20	-2.2
9: Cc1cc(/C=N/n2cnnc2)c(C)n1-c1ccc(OCc2ccccc2F)cc1
→ .	-10	14	0	11	7	-17	-6	6	-5.7
10: CCC(=O)Nc1c(C)ccc2nsnc12
→ -1	-1	90	11	96	3	-20	11	-37	-2.0
11: CCN(CC)C(=O)/C(=C/c1ccc2c(c1)OCO2)NC(=O)c1ccc(Br)cc1
→ -10	7	85	5	90	4	.	5	-15	-2.1
12: CS(=O)(=O)NCC(c1cccnc1)N1CCN(c2ccc(F)cc2)CC1 (stereo unspecified)
→ .	.	92	5	98	0	-6	6	-30	-2.1
13: CC(C)(C)c1cnnn1-c1ccc(/C=N/Nc2ccc([N+](=O)[O-])cc2)cc1
→ -3	4	91	5	76	-4	-19	18	-30	-0.5
14: N#CC1=C(N)Oc2n[nH]c(-c3ccccc3)c2C1c1cccc(OC(=O)N2CCOCC2)c1 (stereo unspecified)
→ -1	-4	96	1	95	3	-7	6	-20	-1.9
15: N#CC1(C#N)C2=C(CCCC2)NC(c2ccccc2)C1(C#N)C#N (stereo unspecified)
→ -1	0	86	6	83	-4	-14	12	-31	-1.0
16: O=C(CCSc1ccccc1)NCCSCc1ccco1
→ -6	-4	96	15	87	7	.	-4	-10	-3.4
17: CN(C)S(=O)(=O)c1ccc(C(=O)OCC(=O)Nc2sc3c(c2C#N)CCCCC3)cc1
→ -4	1	93	4	77	2	12	-1	-33	-0.8
18: O=C(CCn1nnc2ccccc21)Nc1nnc(COc2ccc(F)cc2)s1
→ -1	-8	92	3	96	3	11	-11	-61	1.7
19: COc1ccc(-n2nnnc2SCC(=O)Nc2ccc3c(c2)OCCO3)cc1OC
→ -2	-7	87	5	77	4	3	-16	-64	-0.6
20: COc1ccc(N(C(=O)c2ccco2)C(C(=O)NC2CCCC2)c2ccc(N(C)C)cc2)cc1 (stereo unspecified)
→ -1	1	79	2	80	5	11	-10	-20	-3.7
21: COc1ccc(N2C(=O)C(Cl)=C(N3CCCC(C)C3)C2=O)cc1 (stereo unspecified)
→ 3	-6	84	10	85	9	17	-6	-24	-2.7
22: O=C(COC(=O)Cc1ccc(Cl)cc1)Nc1ccccc1-c1ccccc1
→ -12	-4	87	22	91	5	.	-11	-18	0.9
23: CCOC(=O)c1c(C)[nH]c(C(=O)CSc2ccc(Cl)cc2)c1C
→ .	-13	81	16	102	14	5	-21	-29	-0.5
24: Cc1noc(/C=C/N(C)C)c1S(=O)(=O)N1CCCC(C(=O)N2CCCCC2)C1 (stereo unspecified)
→ 1	-6	72	0	68	4	.	7	-26	1.0
25: CCOc1ccc(CNC(=S)N/N=C/c2ccc(OC)c(OC)c2)cc1
→ -6	1	96	9	93	15	.	-2	-8	0.0
26: CCSC1=C(C#N)C(c2cccc(OC)c2)CC(=O)N1 (stereo unspecified)
→ -1	0	89	12	95	-1	-21	-1	-31	-1.5
27: CCc1ccc2c(CN3CCN(S(=O)(=O)c4cccs4)CC3)cc(=O)oc2c1
→ -10	2	64	19	69	8	.	2	-11	0.4
28: CC1Cc2ccccc2N1S(=O)(=O)c1cccc(C(=O)NC2CC2)c1 (stereo unspecified)
→ 0	-5	77	25	74	2	-27	9	-37	-2.6
29: CN(C)CCCNC(=O)c1ccccn1
→ 0	-16	94	10	100	1	27	-2	-43	-0.1
30: C#CCNc1nc(CC)nc2c1nnn2Cc1ccccc1F
→ -1	-14	107	10	90	6	4	-3	-45	0.1
31: CN(C)C(=O)c1cc(S(=O)(=O)N(C)C)c(Cl)cc1N1CCCC1
→ -1	-14	93	14	93	0	-19	-7	-3	-0.6
32: CC(=O)CC(c1ccccc1)S(=O)(=O)c1ccc(C)cc1 (stereo unspecified)
→ .	-7	95	15	85	2	3	3	10	-2.0
33: Clc1ccccc1CSc1nnc(-c2ccco2)c(-c2ccco2)n1
→ .	-8	91	.	100	7	1	7	-65	-1.1
34: COCCNC(=S)N/N=C(\C)c1ccc2cc(OC)ccc2c1
→ -3	-5	76	7	90	2	-16	9	-38	-3.2
35: Cc1cc(C(=O)Oc2cccnc2)ccc1[N+](=O)[O-]
→ -4	1	103	20	101	-2	.	6	-10	-1.1
36: O=C(NCCc1cccs1)C1CC(c2ccccc2[N+](=O)[O-])=NO1 (stereo unspecified)
→ 0	-7	96	4	93	2	-28	-2	-19	-2.2
37: COc1ccc(CSc2nnnn2C)cc1[N+](=O)[O-]
→ -3	-15	88	6	86	1	-20	3	3	0.9
38: COc1cc(NC(=O)C(C)Oc2ccccc2)c(C(=O)O)cc1OC (stereo unspecified)
→ -2	-8	107	17	95	9	-6	-12	-51	-0.5
39: O=S(=O)(NCc1ccccn1)c1cccc2nsnc12
→ 0	-4	107	17	108	1	-2	0	-58	0.0
40: Cc1cc(C)c[n+](C2=C([O-])c3ccccc3C(=O)/C2=N\S(=O)(=O)c2cccs2)c1
→ .	1	41	4	33	-1	-11	-2	-38	-2.9
41: O=C(Cn1cnc2ccccc2c1=O)NCC(=O)N1CCN(Cc2ccc3c(c2)OCO3)CC1
→ 0	-4	93	33	94	1	-20	3	16	-1.8
42: Cc1cc(=O)oc2ccc(OCC(=O)NCc3ccco3)cc12
→ 0	-13	101	35	103	3	-10	-19	-13	-0.4
43: CCOC(=O)c1ccc(Oc2cc(C)nc(SC)n2)cc1
→ -2	-19	17	8	19	7	-16	-5	-31	-0.7
44: O=C(NC(=S)Nc1ccc(N2CCCCC2)c(Cl)c1)c1ccc2c(c1)OCCO2
→ .	-8	17	7	11	4	-30	7	-21	-1.5
45: Nc1c(C(=O)Nc2ccccc2)sc2nc(-c3ccco3)ccc12
→ -1	-18	61	10	70	3	-5	-13	-11	-3.9
46: CCn1cc(C(=O)NCc2ccccc2OC)c(=O)c2cc(S(=O)(=O)N(C)C)ccc21
→ 1	-6	85	10	77	1	-43	0	-43	-2.8
47: C=CCN1CCN(C(c2ccc(Cl)cc2)c2nnnn2CCc2ccc(OC)c(OC)c2)CC1 (stereo unspecified)
→ 0	-11	82	5	82	6	.	-3	-42	-3.9
48: CCOc1ccc(NS(=O)(=O)c2ccc(OC)c(NC(=O)c3ccc4c(c3)OCCO4)c2)cc1
→ -5	-4	88	14	83	4	1	-7	-8	2.5
49: CCOC(=O)C1CCN(C(=O)Nc2ccc3c(c2)nc(C)n3C)CC1
→ 2	1	106	3	120	1	-24	-1	-25	-0.7
50: CC(=O)N1CC=C2C(C#N)=C(N)C(C#N)(C#N)C(CCc3ccccc3)C2C1 (stereo unspecified)
→ -2	-4	105	28	86	-2	14	7	-40	-2.1
51: O=C(CN1CCOCC1)c1c[nH]c2ccccc12
→ .	-5	95	6	101	2	-14	8	-31	-2.1
52: CCOc1ncccc1C(=O)Oc1ccc2c(c1)OCO2
→ 0	-9	96	7	93	6	.	-6	-18	0.0
53: COCCCNc1ccnc2c(Cl)cccc12
→ 0	-4	78	23	81	1	19	19	6	-1.5
54: COC(=O)c1cn(Nc2ncc(C(F)(F)F)cc2Cl)c(=O)c2ccccc12
→ -1	-5	65	0	76	12	0	-43	-37	2.1
55: O=C1N(Nc2ccccc2)C(c2ccc(Br)cc2)C12CCCC2 (stereo unspecified)
→ -1	5	81	8	90	1	3	1	-37	-3.6
56: COC(=O)c1[nH]c2cc(OC)ccc2c1NC(=O)CCN1CCN(c2ccccc2)CC1
→ -1	-6	92	22	92	2	12	-1	-3	-2.4
57: O=c1cc(CSc2ccccn2)[nH]c(=O)[nH]1
→ -2	2	105	4	100	1	8	1	-17	1.4
58: CCOC(=O)CSc1nnc(CNC(=O)c2ccc(OC)c(OC)c2)n1C
→ 0	-11	91	9	102	-1	-20	-4	-16	-3.1
59: Cc1cc(-c2ccccc2N)n[nH]1
→ -2	-23	86	8	97	0	-1	-2	-26	-1.8
60: CC(C)(C)N(C(=O)Cn1nnc(-c2ccc(F)cc2)n1)C(C(=O)NC1CCCC1)c1ccncc1 (stereo unspecified)
→ .	.	62	2	58	4	-18	-2	-47	-2.4

Following part.
Value order – Phagocyt inh	Yeast lifespan up	PTEN del growth	Measles CPE	bCat KO growth	NPY Y2 blocker	E-sel TNF inh	GALR2 antag	BB579 growth dn	MRP1 act
61: Cc1ccc(C)c(OCC(=O)Nc2cccc(C(=O)O)c2)c1C
→ -1	-10	115	16	102	3	7	-17	-45	-0.7
62: Cc1cc(=O)oc2cc(OCC(=O)NCCc3nc4ccccc4[nH]3)ccc12
→ 0	-5	97	18	86	0	.	-2	-58	0.4
63: CN(C)C(=O)CNC(=O)C1CCCCC1
→ 0	-1	95	5	91	2	-8	14	-23	-2.8
64: CSCCC(NC(=O)C1CCC(C)CC1)C(=O)NCc1ccco1 (stereo unspecified)
→ 0	-7	102	12	91	4	.	-3	-5	-3.7
65: O=C(Nc1ccccc1C(=O)N1CCCC1)c1ccccc1
→ .	.	86	14	87	1	11	12	-31	-1.2
66: CC(=O)Nc1sc2c(c1C(N)=O)CCCC2
→ .	-28	90	17	94	-1	-5	3	-42	-1.5
67: Cc1scc(C(=O)NNC(=S)NCC2CCCO2)c1-c1ccccc1 (stereo unspecified)
→ -2	-2	96	9	98	2	.	7	-7	-0.5
68: CC(NC(=O)NC(N)=O)(C(F)(F)F)C(F)(F)F
→ .	-3	95	13	99	0	.	-4	-8	-0.3
69: O=C(CCSc1nc(-c2ccco2)cc(C(F)(F)F)n1)N1CCN(c2ccccn2)CC1
→ 4	-9	90	17	97	4	17	-6	-22	-1.6
70: CC(C)(C)NC(=O)CN(Cc1cccs1)C(=O)CCC(=O)Nc1nccs1
→ .	-6	89	10	87	2	-1	-5	16	-0.6
71: CCn1c(SC)nc(O)c(C(c2ccc(OC)c(O)c2)c2c(O)nc(SC)n(CC)c2=O)c1=O
→ -2	-8	110	23	101	2	-25	-3	-54	1.6
72: CNC(=S)SCCOc1ccccc1C
→ -7	-9	92	5	88	6	31	11	-26	-2.1
